# Screening data deposited in PubChem by several laboratories.
# PfHsp90 yeast 2 – inhibits growth of yeast expressing Plasmodium falciparum Hsp90. S. cerevisiae expressing PfHsp90, BacTiter-Glo ATP, 48 h; yeast lacking PDR1 and PDR3 efflux regulators. inhibition, % at 9.4 µM. 310,000 tested, 0.32% active. AID 504621;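 active = every replicate shows inhibition above about 80%, whatever the replicate mean, limit read from the data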;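 note: 0% = DMSO neutral controls and 100% = 20 µM radicicol positive controls; yeast relying on Plasmodium falciparum Hsp90 in place of its own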
# Tat transport – blocks Tat-dependent protein export in E. coli; E. coli MC4100 TorA-mCherry Tat export, fluorescence; inhibition, % at 10 µM; 340,000 tested, 0.036% active;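 active = mean replicate inhibition at least 50% and at least half of replicates individually reaching 50%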;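 note: exported cargo escapes ClpAP degradation while cytoplasmic cargo is degraded and loses fluorescence; 0% = median of neutral control wells and 100% = median of NaSCN control wells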
# AddAB inh – less growth of phage-infected E. coli with AddAB. E. coli expressing H. pylori AddAB, absorbance growth. inhibition, % at 11.9 µM. 330,000 tested, 0.29% active. AID 435030; in the data active = inhibition above about 12%;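 note: 0% = vehicle wells of infected cells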
# Wnt act – activates Wnt/beta-catenin signaling in a reporter cell assay | 300,000 tested, 1.2% active | activation, % at 9.35 µM | activator, plate reader; in the data active = activation above about 30%, passing the limit was not always enough;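 note: 0% = neutral control wells and 100% = positive control wells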
# Rtt109 HAT inh – C. albicans Rtt109 histone acetyltransferase inhibition. Q5AAJ8. purified Rtt109/Vps75, ThioGlo CoA-SH fluorescence, 4 h. inhibition, % at 34.9 µM. 330,000 tested, 0.16% active. AID 540336;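 active = inhibition of at least 50% in every replicate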
# Target sequence (Q5AAJ8 whole entry, looked up): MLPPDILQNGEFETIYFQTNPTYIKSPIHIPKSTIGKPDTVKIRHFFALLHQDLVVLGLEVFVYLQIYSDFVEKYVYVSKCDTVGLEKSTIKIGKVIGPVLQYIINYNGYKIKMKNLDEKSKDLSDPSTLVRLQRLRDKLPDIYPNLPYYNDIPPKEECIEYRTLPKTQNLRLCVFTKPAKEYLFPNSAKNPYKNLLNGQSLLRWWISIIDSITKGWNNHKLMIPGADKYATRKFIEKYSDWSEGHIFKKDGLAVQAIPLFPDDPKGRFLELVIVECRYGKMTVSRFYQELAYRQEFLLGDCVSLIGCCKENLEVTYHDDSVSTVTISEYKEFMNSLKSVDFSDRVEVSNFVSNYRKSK
# phage Ecoli inh – E. coli growth loss with phage present; growth absorbance; inhibition, % at 11.9 µM; 360,000 tested, 0.26% active; AID 651602; in the data active = inhibition above about 11%
# CAL PDZ inh – human CAL PDZ-peptide interaction inhibition. purified CAL PDZ, TMR-peptide fluorescence polarization, 1 h. inhibition, % at 20 µM. AID 504414. 330,000 tested, 0.02% active;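 active = highest replicate inhibition of at least 40%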;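 note: plate controls were DMSO neutral control wells for no effect and unlabeled competitor peptide control wells for full effect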
#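 Material – purified CerCALP PDZ construct · Detection – FP readout, S and P plane fluorescence · Measure – percent inhibition from loss of millipolarization · Controls – unlabelled peptide for full inhibition, DMSO wells as neutral · Probe or stimulus – TMR-labelled reporter peptide T*-PRC34 bound in PDZ groove · Times – 1 h at RT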
# DAGLB inh – blocks human DAGLB lipase activity | Q8NCG7 | HEK293T DAGLB membrane lysate, EnzChek fluorogenic substrate | inhibition, % at 5.17 µM | 340,000 tested, 0.059% active; in the data active = inhibition above about 34%;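 note: 0% = enzyme with vehicle and 100% = wells lacking enzyme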
# Target sequence (Q8NCG7 whole entry, looked up): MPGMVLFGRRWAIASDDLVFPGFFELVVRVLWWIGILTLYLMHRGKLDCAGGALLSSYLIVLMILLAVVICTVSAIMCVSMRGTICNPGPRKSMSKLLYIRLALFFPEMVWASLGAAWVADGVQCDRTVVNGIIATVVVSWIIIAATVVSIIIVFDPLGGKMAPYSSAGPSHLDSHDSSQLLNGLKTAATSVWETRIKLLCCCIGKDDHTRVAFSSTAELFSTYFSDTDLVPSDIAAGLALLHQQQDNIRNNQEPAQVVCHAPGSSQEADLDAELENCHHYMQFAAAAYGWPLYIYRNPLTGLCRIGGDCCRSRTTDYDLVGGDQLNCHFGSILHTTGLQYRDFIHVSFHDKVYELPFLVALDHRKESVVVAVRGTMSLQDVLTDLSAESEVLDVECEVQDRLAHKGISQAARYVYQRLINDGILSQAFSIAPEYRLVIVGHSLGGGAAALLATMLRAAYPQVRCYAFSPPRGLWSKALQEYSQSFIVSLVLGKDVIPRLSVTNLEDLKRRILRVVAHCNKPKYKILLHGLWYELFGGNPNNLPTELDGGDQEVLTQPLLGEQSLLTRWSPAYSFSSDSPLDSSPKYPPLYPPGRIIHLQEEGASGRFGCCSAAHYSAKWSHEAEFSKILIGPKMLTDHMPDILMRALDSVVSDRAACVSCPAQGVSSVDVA
# PvdQ acylase – P. aeruginosa PvdQ acylase inhibition; purified PvdQ acylase, fluorescence plate reader; inhibition, % at 10 µM; 340,000 tested, 0.063% active; in the data active = inhibition above about 30%, passing the limit was not always enough;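 note: 0% = vehicle neutral wells and 100% = reference inhibitor wells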
# E coli growth – counter-screen for AddAB inhibitors: E. coli growth inhibition; E. coli V3065 growth, OD600 absorbance, 18 h; inhibition, % at 11.9 µM; 330,000 tested, 0.27% active; AID 449728;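 active = inhibition above the campaign's mean inhibition across all tested compounds plus 3 SD, cut at about 9.9% in these data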;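 note: uninfected addAB+ strain grown without phage in ampicillin broth; 0% = DMSO wells and 100% = ciprofloxacin 0.95 µg/ml wells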
# * hit, by the source's call; . = no result given.
# Values in the order: E coli growth	phage Ecoli inh	PvdQ acylase	DAGLB inh	AddAB inh	Tat transport	Rtt109 HAT inh	Wnt act	CAL PDZ inh	PfHsp90 yeast 2
> CCC(Sc1nccn1C)C(=O)Nc1ccc(Cl)cn1 (stereo unspecified)
    2.1	-0.6	2	-1	0.8	-3	4	-1	-0.5	-8
> Cc1ccc(NC(=O)CCS(=O)(=O)c2ccc3nc(C)sc3c2)cc1
    -2.4	0.5	0	0	4.7	-5	-3	0	-0.6	23
> Cn1cc(CN(Cc2ccccn2)C[C@@H]2CCC(=O)N2)c(-c2ccccc2F)n1
    2.2	5.0	-5	-2	1.6	5	-1	-1	-0.2	-6
> COC(=O)c1ccccc1N=Nc1c(N)[nH][nH]c1=O
    -1.5	0.3	-6	6	0.7	-12	-2	-1	-1.3	-1
> COC(=O)c1cc(C(=O)OCC(=O)NCc2cccs2)cc([N+](=O)[O-])c1
    -0.2	2.0	-4	-2	-0.4	-1	1	-5	-0.6	23
> NC(=O)Cn1c(S(=O)(=O)Cc2ccccc2)nc2ccccc21
    1.7	1.7	-3	1	3.4	-5	-17	.	-1.7	6
> N#Cc1c2c(c(NCCOCCO)n3c1nc1ccccc13)CCCC2
    2.4	-1.7	5	-1	-0.1	-9	-10	-1	0.8	-1
> CCOC(=O)C1CCN(C2=NC(=O)/C(=C/c3ccc(OC)c(OC)c3)S2)CC1
    -1.2	-0.9	10	0	-2.0	4	-3	6	-4.6	-3
> CCOc1ccc(NC(=S)NC(=O)/C=C/c2ccc(OC)c(OC)c2)c([N+](=O)[O-])c1
    -0.3	0.5	3	-3	1.7	-12	-6	.	-0.4	-20
> O=C(CSc1ccc(F)cc1)NCCc1ccc(Cl)cc1
    -1.4	0.6	-12	-2	1.7	-2	-3	2	-1.7	-13
> Cc1ccccc1/C(N)=N/OC(=O)c1cccs1
    -2.1	6.1	-13	-8	0.8	-15	-8	25	-3.7	27
> O=C(NN=C1CCN(Cc2ccccc2)CC1)c1cc(Br)ccc1O
    -1.1	4.3	-11	7	-1.7	6	5	0	-2.1	15
> CN(C(=O)CC1C(=O)NCCN1Cc1ccc(F)c(F)c1)C1CCOCC1 (stereo unspecified)
    4.6	2.9	-4	0	4.9	-6	-9	0	0.1	-2
> COc1cccc(NC(=O)CSc2nnc3cc(C)nc(N)n23)c1
    1.4	1.7	-15	2	3.2	-6	8	-2	-0.9	-4
> O=C(COC(=O)CNC(=O)c1ccccc1)NC1CCCC1
    .	3.7	-15	1	.	1	-6	1	0.1	.
> CCCCc1ccc(/C(C)=N/NC(=O)C2CCCC2)cc1
    -1.9	0.2	-11	1	0.3	-2	7	-1	-3.5	14
> NC(=S)N=Nc1c(O)cc(O)c2[nH]c(=O)ccc12
    .	0.5	1	1	.	-7	-3	0	5.3	-23
> CCOc1cccc(SCc2noc(C(=O)NC(C)C)c2C(=O)O)c1
    0.9	1.9	.	.	2.1	.	.	0	.	.
> CSC1=NCCN1C(=O)c1c(F)cccc1F
    -0.2	2.4	0	0	0.4	-2	-6	-3	-1.7	3
> NC(=O)c1ccccc1N=Cc1ccc2ccccc2c1
    -0.3	2.8	-16	0	6.6	1	7	26	-2.5	-31
> CN1CCN(Cc2nc3c(c(=O)[nH]c(=O)n3C)n2CCc2ccccc2)CC1
    0.9	0.1	-19	-3	2.6	-2	10	-1	-0.7	-4
> S=C(CN1CCCC1=S)NCCc1ccccc1
    -1.6	1.7	-10	0	-1.1	-2	-3	-3	-0.2	13
> CN(CC(=O)Nc1cccc(F)c1)C(=O)c1ccccc1CCc1ccccc1
    2.0	2.6	-12	-3	0.7	14	-13	10	-0.1	17
> O=C(C[n+]1ccccc1)N/N=C/c1ccccc1Cl
    -2.2	0.9	-9	1	1.8	2	-9	3	-0.5	-31
> C(=C\c1nccc2c1[nH]c1ccccc12)/c1ccccc1
    -1.3	-3.8	-62	-15	0.3	-18	.	12	-1.9	8
> NC(=O)c1sc2nc(N3CCOCC3)c3c(c2c1N)CCCC3
    1.3	-0.2	-12	1	2.8	3	-1	.	-0.1	-9
> O=C1[C@H](Cc2ccccc2)NCCCC[C@H](c2ccc(Cl)cc2)N1Cc1ccccc1
    .	4.4	-2	-19	.	5	-2	-11	0.4	0
> CCCCNS(=O)(=O)c1ccc2nc(SCC(=O)Nc3ccccc3Cl)[nH]c2c1
    1.5	2.5	-3	0	5.1	11	20	-3	-2.9	44
> COc1ccc(CN2CC(C(=O)NCCC3=CCCCC3)CC2=O)cc1 (stereo unspecified)
    -2.1	0.0	-8	0	1.9	0	1	.	-1.0	-38
> CCn1c(SCC(=O)Nc2ccc(C)cc2)nc(O)cc1=O
    0.2	-1.2	-13	-1	1.0	3	-2	0	-0.2	-6
> OC(Cn1cncn1)(c1ccc(F)cc1)c1ccc(Cl)cc1 (stereo unspecified)
    0.7	1.5	14	-2	-0.4	-12	-2	-1	-1.4	94*
> CCOC(=O)C(CC)n1nc(C)n2c(cc3sccc32)c1=O (stereo unspecified)
    1.5	1.4	-1	-1	-1.4	-3	11	3	-0.1	13
> Cc1cccc(C(=O)NNC(=O)c2ccc(NC(=O)C(C)(C)C)cc2)c1
    -0.9	-0.2	-7	1	3.2	3	-12	1	-4.2	-21
> CCN(CC)C(=O)[C@H]1CC(CC(=O)NCCCOC)C(=O)N2CCc3c([nH]c4ccccc34)[C@]12C (stereo partly specified)
    -2.1	1.3	3	-3	1.3	-5	3	-2	0.1	8
> Cc1ccc(Sc2ncccc2C(=O)O)cc1
    0.8	0.6	15	1	6.4	3	2	.	-1.0	18
> CCCC(=O)NC(=S)Nc1ccc(S(=O)(=O)N2CCc3ccccc32)cc1
    3.2	0.8	.	.	2.6	.	.	15	.	.
> COc1ccccc1C(=O)N/C(=C\c1ccc(Br)cc1)C(=O)NCC(=O)O
    2.7	3.8	-9	0	4.7	0	4	1	-0.4	-5
> O=C(CSCc1ccccc1)N1CCN(C(=O)c2ccco2)CC1
    -0.6	-0.1	-3	0	1.0	4	.	.	-1.5	14
> Cc1ccc(C)c(NC(=O)CCNS(=O)(=O)c2ccc3[nH]c(=O)oc3c2)c1
    -1.2	3.3	1	1	-0.3	-3	19	-1	-2.0	12
> COc1ccccc1N1CCN(C2CCCC(C)C2)CC1 (stereo unspecified)
    -0.7	1.8	0	-1	0.6	-2	2	0	-2.2	4
> O=C1c2cccc([N+](=O)[O-])c2C(=O)N1c1cccnc1
    0.9	5.2	-6	2	2.2	-5	-5	-9	-0.5	-2
> O=C(NC1CCCC1)C(c1ccccc1)N(C(=O)c1ccno1)c1cccnc1 (stereo unspecified)
    -1.9	1.7	-9	-2	-1.2	-3	-3	.	-2.3	-4
> COc1ccccc1C(=O)Nc1cccc(S(=O)(=O)N2CCCC2)c1
    -0.2	1.7	-5	1	2.7	2	-4	2	-2.3	-26
> CCC(C)NS(=O)(=O)c1cc2c3c(c1)CCC(=O)N3CCC2 (stereo unspecified)
    -1.9	1.9	0	0	2.4	-1	-4	-1	-1.7	8
> CCCCC(C(=O)NC1CCCC1)N(C(=O)c1snc(C(N)=O)c1N)c1ccc(OCC)cc1 (stereo unspecified)
    -1.3	1.8	5	-2	3.6	12	-8	-3	-0.3	2
> Cc1cc(C)cc(OCC(=O)OCc2cc([N+](=O)[O-])cc3c2OCOC3)c1
    -0.5	2.2	3	-14	-0.2	-21	-2	-4	-0.2	-14
> CCCCSC1(SCCCC)N=C(N)C2(C#N)C(c3ccccc3)NC(C)=CC12C#N (stereo unspecified)
    0.2	2.2	-6	-3	4.0	12	-15	.	-0.5	-3
> Cc1ccc2ncnc(NCCC(=O)O)c2c1
    0.0	-0.2	-3	-3	3.3	2	6	.	0.6	.
> CC1CN(S(=O)(=O)c2ccc(F)cc2)C(C)N1C(=O)N1CCOCC1 (stereo unspecified)
    -2.3	0.8	2	-2	-2.3	-4	7	2	0.1	12
> CCOC(=O)c1sc(NC(=O)c2ccccc2)cc1C
    0.1	0.4	-11	-2	1.5	-7	-12	.	-2.7	31
> CCOc1ccc(N(Cc2cc3cc(C)ccc3[nH]c2=O)S(=O)(=O)c2ccccc2)cc1
    -2.6	-1.8	-14	0	-1.5	-5	10	6	0.0	3
> COc1ccc(C2CCCN2C(=S)Nc2ccccc2C)cc1OC (stereo unspecified)
    0.8	-0.5	10	-1	1.8	-3	3	0	0.3	-24
> CCn1cc(C(=O)NCc2ccco2)c(=O)c2cc(S(=O)(=O)N3CC(C)CC(C)C3)ccc21 (stereo unspecified)
    -0.7	2.6	-11	-2	4.5	8	7	.	-0.5	.
> CC(=O)c1c(C)cc(C)c(CSc2nnc(-c3ccco3)o2)c1C
    -1.8	3.0	-16	-11	-0.5	12	8	-3	-1.6	-4
> O=C1c2ccccc2-c2nc3ccccc3nc21
    -4.6	1.0	-9	0	-2.1	-6	-2	.	-0.1	-55
> Cc1ccccc1OCCC(=O)OCC(=O)Nc1c(C)nn(-c2ccccc2)c1C
    1.6	1.2	-13	3	1.6	-2	9	1	-2.7	46
> CCN(C1CCCCC1)S(=O)(=O)c1ccc(-n2cnnn2)c(C)c1
    0.9	-0.9	-7	-4	0.1	1	0	-2	-3.1	-34
> O=C(Cc1cccs1)N(c1ccc(F)cc1)C1(C(=O)NC2CCCCC2)CCCC1
    -0.9	3.9	-7	-6	3.7	-9	20	-4	-2.4	-4
> CN(C)c1cccc(C(=O)OCC(=O)N2CCc3ccccc3C2)c1
    0.5	2.6	-5	-1	-0.5	-5	-9	0	-3.6	0
> O=C1N(Cc2cccc(Cl)c2)C[C@@H]2C[C@@H](c3ccc4nonc4c3)N3CCC[C@@]123
    0.5	2.9	-6	-1	0.8	12	6	2	-18	6

# One compound at a time (already shown). Screens in order: E coli growth | phage Ecoli inh | PvdQ acylase | DAGLB inh | AddAB inh | Tat transport | Rtt109 HAT inh | Wnt act | CAL PDZ inh | PfHsp90 yeast 2
# `Cc1ccc2ncnc(NCCC(=O)O)c2c1` in the list: 0.0 | -0.2 | -3 | -3 | 3.3 | 2 | 6 | . | 0.6 | .
# `Cc1cc(C)cc(OCC(=O)OCc2cc([N+](=O)[O-])cc3c2OCOC3)c1` in the list: -0.5 | 2.2 | 3 | -14 | -0.2 | -21 | -2 | -4 | -0.2 | -14

# The results go on:
# Values in the order: E coli growth	phage Ecoli inh	PvdQ acylase	DAGLB inh	AddAB inh	Tat transport	Rtt109 HAT inh	Wnt act	CAL PDZ inh	PfHsp90 yeast 2
> COc1ccc(-c2nc(CS(=O)(=O)CC(=O)NC3CCC(C)CC3)c(C)o2)cc1 (stereo unspecified)
    -2.7	0.9	-11	-8	2.2	-12	1	-1	-3.0	-24
> O=C(CCCn1c(=O)[nH]c2cc(Cl)ccc2c1=O)NCCC1=CCCCC1
    0.2	0.8	-11	-1	-1.7	-4	-5	-8	-2.3	-117
> S=C(NCCc1ccccc1)NC1CC1
    -0.5	1.2	-4	0	3.9	-8	1	0	0.4	19
> CCOc1ccc(C2C([N+](=O)[O-])=C(C)N(C)C(=O)N2C)cc1OC (stereo unspecified)
    -1.0	2.2	5	3	1.9	-6	1	3	0.1	-3
> OC(COc1ccccc1)CN1C2=NCCCN2c2ccccc21 (stereo unspecified)
    -0.5	.	-22	0	0.2	-10	4	.	-0.2	16
> CC1CCCCN1C(=S)NC(=O)c1cc(Br)ccc1Cl (stereo unspecified)
    -4.9	-1.3	-11	-6	-4.3	0	-2	6	-1.9	-1
> O=C(Nc1ccc2c(c1)[nH]c(=O)c1ccccc12)C(F)(F)F
    .	3.8	-18	-1	.	-2	-2	-7	-1.4	-19
